Source: PubChem BioAssay
TrxR1 inh: blocks rat thioredoxin reductase 1; actives 1% (n = 390,000); recombinant rTrxR1, NADPH fluorescence consumption, selenite substrate; AID 588453; Potency, µM (doses to about 114 µM), for inactives: top-dose activity change, negative = inhibition, hits mostly inhibitors; note: % is set by controls: 0 for no effect and ±100 for the full control effect; nearly all actives have a fitted effect of over 65% in size
Target sequence (O89049 whole entry, looked up): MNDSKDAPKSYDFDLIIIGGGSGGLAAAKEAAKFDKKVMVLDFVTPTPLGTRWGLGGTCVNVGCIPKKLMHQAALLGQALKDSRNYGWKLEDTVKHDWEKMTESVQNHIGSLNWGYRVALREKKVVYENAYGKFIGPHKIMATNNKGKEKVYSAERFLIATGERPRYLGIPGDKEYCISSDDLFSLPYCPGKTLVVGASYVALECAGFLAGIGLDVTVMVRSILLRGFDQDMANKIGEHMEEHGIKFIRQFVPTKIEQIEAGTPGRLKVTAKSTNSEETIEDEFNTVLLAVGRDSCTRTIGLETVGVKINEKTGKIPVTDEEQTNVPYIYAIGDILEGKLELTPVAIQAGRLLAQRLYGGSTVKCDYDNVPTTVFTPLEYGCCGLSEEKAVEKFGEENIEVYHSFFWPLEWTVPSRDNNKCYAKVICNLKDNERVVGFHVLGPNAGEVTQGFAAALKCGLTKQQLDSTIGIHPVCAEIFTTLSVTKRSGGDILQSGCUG
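Rat TrxR1 (90 nM in the dispensed reagent) was pre-reduced with 400 uM NADPH for 5 min at room temperature, then incubated with compound for 15 min. After 400 uM selenite was added, NADPH fluorescence (Ex 340/Em 450 nm) was followed for 8 min.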
GRP78 ERSR act: inducers of ER stress response in human glioma cells; U87-MG GRP78 promoter luciferase reporter, 16 h; Potency, µM, without a hit: top-dose activation, actives largely listed as activators; actives 0.02% (n = 420,000); AID 602332; note: series mostly up to about 76 µM; % of control where 0% means no effect; nearly all actives have a fitted effect of over 35% in size
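Stably transfected U87-MG glioma cells carrying a GRP78-based luciferase sensor; 16 h compound incubation. Luminescence end-point read 10 min after Bright-Glo addition at room temperature.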
Starred values were filed as active, the others as inactive; ? = inconclusive; . = not tested or not shown; & = joins results of further samples; [ ] = dose if it differs, or a comment. Calls come from the whole dose curve; as a rule, active = well fitted curve in the direction sought with a large enough effect; inconclusive = small, poorly fitted or top-dose-only effect, or another doubt; inactive = no such curve, though single readings can be large; an effect the other way counts as inactive or inconclusive. Potency is the fitted concentration of half-maximal effect.

molecule | TrxR1 inh | GRP78 ERSR act
CC(C)C1NC(=O)[C@H](CCCCN)NC(=O)[C@@H](Cc2c[nH]c3ccccc23)NC(=O)[C@H](Cc2ccc(O)cc2)NC(=O)[C@H](C)N(C)C(=O)[C@H](Cc2ccccc2)NC1=O (some centres undefined) | 3% | .
CC(=O)SC1CC2=CC(=O)CC[C@]2(C)C2CC[C@@]3(C)[C@@H](CC[C@@]34CCC(=O)O4)C12 (some centres undefined) | 1% | .
Nc1ncnc2c1ncn2[C@@H]1O[C@H](CO)[C@H](O)[C@H]1O | 5% | .
Nc1ncnc2c1ncn2[C@@H]1O[C@H](COP(=O)(O)OP(=O)(O)OP(=O)(O)OP(=O)(O)OC[C@@H]2O[C@H](n3cnc4c(N)ncnc43)[C@@H](O)[C@@H]2O)[C@H](O)[C@H]1O | 0% | .
C=C/C(C)=C/[C@@]1(C)SC(=O)C(C)=C1O | 33%[activator][57.1 µM] | .
CC(C)C[C@H](N)CSSC[C@@H](N)CC(C)C | 137%[activator][57.1 µM] | .
CN(C)CCCO[C@H]1C([C@H](O)CO)O[C@@H]2OC(C)(C)O[C@@H]21 (some centres undefined) | 3% | .
CCCCCCCCCCCCCCC/C=C/[C@@H](O)[C@H](NC(=O)CCCCCCCCCCCCC)OC (tested in a mixture with another compound) | -1% | .
O=S(=O)(O)C1CCNCC1 | 2% | .
CC[C@H](C)[C@H](NC(=O)[C@H](CC(C)C)NC(=O)[C@@H](N)CO)C(=O)NCC(=O)N[C@@H](CCCN=C(N)N)C(=O)N[C@@H](CC(C)C)C(=O)O | . | -2%
CCNc1ncc2nc(-c3cccs3)c(=O)n(CCc3ccccc3)c2n1 | . | -2%
COCCNc1ccnc(-c2cccc(NS(C)(=O)=O)c2)n1 | . | 0%
CCOC(=O)N/N=C1/C[C@@H](O)[C@@H](O)[C@@H]2[C@@H]3C(=O)N(C4CCCCC4)C(=O)[C@H]3CC[C@H]12 | . | -2%
Cc1cccnc1-c1cccc2c1OC(CNC(=O)C1CCCc3c1[nH]c1ccccc31)C2 (centres undefined) | . | -1%
COc1ccc(-c2nc3cnc(N4CCNCC4)nc3n(Cc3cccc(OC)c3)c2=O)cc1 | . | -3%
CC(C)[C@@H](OCc1ccccc1)[C@H](C)/C=N\OC[C@@H](C)[C@H](OCc1ccccc1)C(C)C | . | -2%
CN(C)Cc1nc(-c2cn(C)c3ccccc23)no1 | . | 0%
CO[C@@H]1COC(=O)[C@@H](CCSC)NC(=O)C/C=C\[C@@H](C)COC(=O)[C@H](C)NC(=O)C/C=C\[C@H]1C | . | -5%
Cc1cc(CNC(=O)CCN2Cc3cc(Cl)ccc3OC(C)C2)nn1C (centres undefined) | . | -3%
COc1ccc(Oc2ncc3nc(-c4cn(C)c5ccccc45)c(=O)n(CCC#N)c3n2)cc1 | . | -5%
C=CCC1C=CC(Oc2ccc(OC)cc2)C(CO)O1 (centres undefined) | . | -5%
O=C(Nc1cccc(F)c1)N1CC[C@@]2(CCCN(S(=O)(=O)c3ccccc3)C2)C1 | . | -4%
COc1ccccc1CN1CCC2(CC1)CCN(C(=O)c1ccco1)CC2 | . | -5%
COc1ccc(CNc2cc(-c3ccccc3Cl)ncn2)c(OC)c1 | . | -1%

Single values from above:
Under GRP78 ERSR act, CN(C)Cc1nc(-c2cn(C)c3ccccc23)no1 shows 0%
Under GRP78 ERSR act, Cc1cc(CNC(=O)CCN2Cc3cc(Cl)ccc3OC(C)C2)nn1C (centres undefined) shows -3%
Under GRP78 ERSR act, COc1ccc(CNc2cc(-c3ccccc3Cl)ncn2)c(OC)c1 shows -1%
Under GRP78 ERSR act, COc1ccc(-c2nc3cnc(N4CCNCC4)nc3n(Cc3cccc(OC)c3)c2=O)cc1 shows -3%
Under GRP78 ERSR act, C=CCC1C=CC(Oc2ccc(OC)cc2)C(CO)O1 (centres undefined) shows -5%

Other structures follow.
molecule | TrxR1 inh | GRP78 ERSR act
COc1cccc(Nc2ncc3nc(-c4ccc(Cl)cc4)c(=O)n(C4CC4)c3n2)c1 | . | -5%
O=C(O)CN(CCN(CC(=O)O)CC(=O)O)CC(=O)O | . | 3%&-4%
C=C(C)C(O)/C=C/c1ccc(C)cc1 (centres undefined) | . | -3%
COc1ccc(CNc2ccnc(-c3cccc(NS(C)(=O)=O)c3)n2)c(OC)c1 | . | -2%
Cc1cc(=O)oc2cc(NC(=O)[C@H](CCCCN)NC(=O)[C@H](CC3CCCCC3)NC(=O)OCC3c4ccccc4-c4ccccc43)ccc12 | . | -3%
COC(=O)/C=C\CCc1coc(/C=C\CNC(=O)OC)n1 | . | -3%
CO[C@H]1COC(=O)[C@H](C)NC(=O)C/C=C\[C@@H](C)[C@H](OC)COC(=O)C/C=C\[C@@H]1C | . | -3%
Cc1ccccc1-c1cnc(-c2ccncc2)nc1C1CCCN(Cc2ccccc2O)C1 (centres undefined) | . | -3%
COc1cccc(C2(CC(=O)N3CCN(c4ccccn4)CC3)CC(=O)N(C3CCCC3)C2=O)c1 (centres undefined) | . | -2%
O=C(c1ccncc1)N1CCC2(CCCN(Cc3ccncc3)C2)CC1 | . | -3%
COCCN1CCN(C(=O)c2cnn(-c3nccc(-c4cc5ccccc5o4)n3)c2C2CC2)CC1 | . | -3%
O=c1cnc2cnc(Oc3cccc(Cl)c3)nc2n1C1CC1 | . | -1%
C=C(C)[C@]12C[C@@H](C)[C@@]34OC(Cc5ccccc5)(O[C@@H]1[C@@H]3C=C(COC(=O)Cc1cc(OC)c(O)cc1I)C[C@]1(O)C(=O)C(C)=C[C@@H]41)O2 | . | -4%
CN(C)c1ccc(-c2cncnc2Nc2ccccc2)cc1 | . | -4%
COc1c2ccccc2nc2occc12 | . | -5%
COc1ccc(C(=O)N2CCC[C@@]3(CCN(Cc4ccccc4)C3)C2)cc1 | . | -2%
COc1ccc2c(c1OC)C(=O)OC2[C@H]1c2c(cc3c(c2OC)OCO3)CCN1C (some centres undefined) | . | -4%
Cc1noc(C)c1-c1nccc(N2CCOCC2)n1 | . | 2%
CN(C)C1C(=O)C(C(N)=O)=C(O)[C@@]2(O)C(=O)C3=C(O)c4c(O)ccc(Cl)c4C(O)[C@H]3C[C@@H]12 (some centres undefined) | . | -3%
C=CC[C@@H]1C=C[C@H](O/N=C(\C)CCN2CCc3nc(-c4ccccc4)c(-c4ccccc4)cc3C2)[C@H](CO)O1 | . | -4%
c1ccc2c(-n3ccnc3)nc(-c3ccoc3)nc2c1 | . | -6%
COc1ccc2[nH]cc(CCNc3ccnc(-c4ccc(C(=O)N(C)C)cc4)n3)c2c1 | . | 1%
C[C@H](NC(=O)[C@@H](Cc1c[nH]c2ccccc12)NC(=O)[C@@H](N)Cc1cnc[nH]1)C(=O)N[C@@H](Cc1c[nH]c2ccccc12)C(=O)N[C@H](Cc1ccccc1)C(=O)N[C@@H](CCCCN)C(N)=O | . | -1%
COc1ccccc1CN1CCC2(CC1)c1ccccc1[C@@H](NC(=O)c1ccco1)[C@@H]2OC | . | -4%
CCOC(=O)C(CCc1ccccc1)NC(C)C(=O)N1C(C(=O)O)CC2CCCC21 (centres undefined) | . | -2%
COc1ccccc1CN1CC[C@@]2(CCCN(C(C)=O)C2)C1 | . | -3%
CCNc1ncc2nc(-c3ccc(F)cc3)c(=O)n(C)c2n1 | . | 7%
CC(=O)OC1C[C@]2(C)C(C(C)=O)CCC2C2CCC3=CC(=O)CC[C@@]3(C)C12 (some centres undefined) | . | -6%
CN1CCC(N(Cc2cccs2)c2ccccc2)CC1 | . | -1%
COc1cc(-c2ccc(Cl)cn2)cc2c1OCCN(S(=O)(=O)C[C@]13CC[C@H](CC1=O)C3(C)C)C2 | . | -2%
C=CC[C@@H]1C=C[C@@H](O/N=C\[C@@H](NS(=O)(=O)c2ccc(C)cc2)[C@H](C)/C=C\CC(=O)OC)[C@@H](CO)O1 | . | -4%
Cc1ccccc1-c1cc(N(C)Cc2ccco2)ncn1 | . | -3%
COc1cccc(Nc2ncc3nc(-c4cn(C)c5ccccc45)c(=O)n(C[C@H]4CCCO4)c3n2)c1 | . | -4%
CO[C@H]1COC(=O)C/C=C\[C@@H](C)COC(=O)[C@@H](CCSC)NC(=O)C/C=C\[C@@H]1C | . | -5%&-2%
N#CCCN(CC#Cc1ccccc1)OCc1ccccc1 | . | -5%
O=c1c(CCc2ccccc2)nc2cnc(N3CCNCC3)nc2n1C1CC1 | . | -4%
C[Si](C)(C)O[Si](C)(C)C | . | -3%
CCCC(CCC)C(N)=O | . | -2%
C[C@H]([C@H](C)N1CC(=O)NC(=O)C1)N1CC(=O)NC(=O)C1 | . | ?
CC(C)[C@@H]1NC(=O)[C@H](CCCCN)NC(=O)[C@@H](Cc2c[nH]c3ccccc23)NC(=O)[C@H](Cc2ccc(O)cc2)NC(=O)[C@@H](NC(=O)[C@H](N)Cc2ccccc2)CSSC[C@@H](C(=O)N[C@@H](Cc2c[nH]c3ccccc23)C(N)=O)NC1=O | . | -6%
CC(C)=CCc1c2c(c(O)c3c(=O)c(O)c(-c4ccccc4)oc13)C=CC(C)(C)O2 | . | -2%
O=C(c1csnn1)N1CCC2(CC1)CN(c1ccccc1)C2 | . | -3%
O=C(N/N=C1/C[C@@H](O)[C@@H](O)[C@@H]2[C@@H]3C(=O)N(C[C@@H]4CCCO4)C(=O)[C@H]3CC[C@@H]12)OCc1ccccc1 | . | -3%
COc1ccc(-n2c(=O)c(-c3ccc(F)c(F)c3)nc3cncnc32)cc1 | . | -5%
O=C(c1cnccn1)N1CCC2(CCCN(c3ccccc3)C2)CC1 | . | -3%
O=C(c1csnn1)N1CCC2(CC1)CN(C(c1ccccc1)c1ccccc1)C2 | . | -3%
O=C(NCCc1cccnc1)c1cnn(-c2ncc3c(n2)-c2ccccc2CC3)c1C1CC1 | . | -1%
CC(C)CN1CCC2(CC1)CCN(C(=O)c1cnccn1)CC2 | . | -3%

Structures above that contain a thiophene ring, fused or not (2):
molecule | TrxR1 inh | GRP78 ERSR act
CCNc1ncc2nc(-c3cccs3)c(=O)n(CCc3ccccc3)c2n1 | . | -2%
CN1CCC(N(Cc2cccs2)c2ccccc2)CC1 | . | -1%

The list continues:
molecule | TrxR1 inh | GRP78 ERSR act
CCC(C)C(=O)OC1C2CC3=C4CC(=O)OC(c5ccoc5)[C@]4(C)CCC3[C@@](C)(C2=O)C(CC(=O)OC)C1(C)C (some centres undefined) | . | -4%
CCNc1ncc2ncc(=O)n(CCc3ccccc3)c2n1 | . | -3%
CC(=O)c1ccc(F)c(-c2cc(C)cc3c2OC(CNC(=O)Cn2nc(C)nc2C)C3)c1 (centres undefined) | . | -4%
COc1ccc(-c2ccc(C(=O)N3CCc4c(cnc(C)c4CNS(=O)(=O)N(C)C)C3)o2)cc1 | . | 3%
CN1CCN(c2ncc3nc(-c4cccs4)c(=O)n(Cc4cccs4)c3n2)CC1 | . | 3%
N[C@H](CSC(c1ccccc1)(c1ccccc1)c1ccccc1)C(=O)O | . | -3%
CCC1(C2CCN(C(=O)c3cccc(F)c3F)CC2)NC(=O)N(CCc2scnc2C)C1=O (centres undefined) | . | -2%
O=c1c(CCc2ccccc2)nc2cncnc2n1C1CC1 | . | -3%
CC(=O)OCC1OC(C#CCC2CCCCC2)C=CC1OC(C)=O (centres undefined) | . | 0%
CC(CCC(=O)O)C1CCC2C3CC[C@H]4CC(O)CC[C@@]4(C)C3C=C[C@]12C (some centres undefined) | . | 1%
COc1ccc(CN2CCOc3ccc(CN4CCN(CCO)CC4)cc3C2)c2ccccc12 | . | -4%
COc1ccc(Oc2ncc3nc(C)c(=O)n(C)c3n2)cc1 | . | 1%
Cc1cc(C(=O)NCc2nc(-c3cccc(NC(=O)c4ccccc4)c3)oc2C)nc(C)n1 | . | -2%
CC1=CC2C(CC1=O)C(C)=CCC2C(C)C (centres undefined) | . | -3%
O=C(O)c1ccc(N[C@@H]2OC[C@@H](O)[C@@H](O)[C@@H]2O)cc1 | . | -3%

Entries of single compounds from above.
Listed for C=C(C)C(O)/C=C/c1ccc(C)cc1 (centres undefined) : TrxR1 inh = .; GRP78 ERSR act = -3%
Listed for CC(C)CN1CCC2(CC1)CCN(C(=O)c1cnccn1)CC2 : TrxR1 inh = .; GRP78 ERSR act = -3%
Listed for CC(C)[C@@H](OCc1ccccc1)[C@H](C)/C=N\OC[C@@H](C)[C@H](OCc1ccccc1)C(C)C : TrxR1 inh = .; GRP78 ERSR act = -2%

Only part of the results is shown, so the mix of outcomes need not match the whole.
